Assay outcomes: PubChem BioAssay, several laboratories
WT yeast gro inh = growth inhibition of WT strain, primary screen, mitochondrial fusion inhibitor project, WT and mutant strains, chemical genetic | mitochondrial fusion phenotypic screen | inhibition, % at 10 µM | 190,000 tested, 2.1% active | AID 1362, 2008; in the data active means inhibition above about 58%; tested in S. cerevisiae
Autophagy mod = autophagy modulators in MEF cells, primary screen, imaging, high-content, MEF GFP-LC3. AID 463193, 2010. calls only at 10 µM (by protocol). 190,000 tested, 0.98% active. MEF GFP-LC3 puncta imaging; test concentration mostly 10 µM;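 active means percentage of spot-positive cells more than 3 SD above its plate mean, without a fluorescence outlier flag or 80% toxicity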;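 further: spot-positive cell cutoff set from DMSO-treated cells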
Yfh1-depleted yeast = enhancers of respiration in Yfh1-depleted yeast, dose response, Friedreich's ataxia, plus single-dose screen (AID 1465); S. cerevisiae Yfh1-off respiration, WST-1 reduction, 72 h; higher fold induction means a stronger effect; 220,000 tested, 0.074% active; one-dose fold induction at 50 µM; EC50 in µM for titrated hits;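 active means fold induction of absorbance versus untreated yeast above a set limit, then at least 30% activation at any dose in follow-up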;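 further: activators that raise dye reduction in frataxin-depleted yeast; strong numbers were not always called active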
MT stabilize HCS = microtubule stabilizers in HeLa cells, primary screen, imaging, high-content imaging. HeLa tubulin immunostaining HCS, 24 h; share of cells brighter than vehicle mean+2SD. % tubulin-high responders, % at 10 µM. 200,000 tested, 0.83% active. AID 2205, 2009;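 active means plate Z-score above 3 for both tubulin-high and condensed-nucleus cell shares, with cell loss under 80%, at 10 µM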;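 further: anti alpha tubulin signal scored within the nucleus-defined area of each cell; some results filed as inactive read as strong as hits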
Dynein transport = inhibitors of GR-EGFP nuclear translocation, primary screen, dynein cargo transport inhibitor project, imaging, high-content, 3617.4 mouse cells. test concentration mostly 20 µM; stimulated with dexamethasone, 1 µM; active compounds read low. z-score, hits read low. 220,000 tested, 0.47% active. AID 1381, 2008;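 active means plate z-score of nuclear minus cytoplasmic receptor signal below a set negative limit, without overly bright fluorescence or cell loss, cut at about -3.5 in these data, passing the limit was not always enough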;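 further: z-score of nuclear minus cytoplasmic ring GR-EGFP intensity difference per well; some compounds called inactive have numbers as strong as hits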
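Buffer or medium: Induction medium lacking tetracycline, stripped serum | Also added: Dexamethasone agonist, 1.0 µM final, for 30 min | Timing: 48 h induction, 1 h compound, 30 min dex at 37 °C | Detection: Formaldehyde fixation, Hoechst nuclear stain, 10x automated fluorescence imaging | Measure: Nuclear versus cytoplasmic GR-EGFP signal, averaged per well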
Ins promoter up = insulin promoter activators in MIN6 cells, imaging, high-content screening, mouse beta cells. MIN6 insulin promoter-GFP reporter; active compounds read high. z-score at 5 µM. 190,000 tested, 0.3% active;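 active means z-score above 3 at 5 µM with at least 500 cells counted in the well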
b-catenin transl = modulators of beta-catenin nuclear translocation, primary screen, imaging, HeLa cells, immunofluorescence, high-content | 190,000 tested, 0.3% active | nuclear translocation activity, % at 5 µM | AID 1665, 2009;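 active means nuclear translocation activity above 50% at 5 µM, with a well cell count of 50 or more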;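 further: per-cell ratio of nuclear to cytoplasmic median beta-catenin stain intensity; plate controls were DMSO negative control for no effect and GSK-3 inhibitor IX positive control for full effect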
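Test system: human HeLa cells, endogenous beta-catenin. Times: 24 h compound exposure, 37°C. Measured by: beta-catenin immunofluorescence imaging with DAPI.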
HIV fusion peptide = inhibitors of HIV fusion peptide binding, primary screen, biochemical, uHTS, fluorescence dequenching (AID 1986); cell-free peptide binding, fluorescence dequenching, 30 min; higher % means a stronger effect; inhibition, % at 20 µM; hits with a dose series show IC50 in µM; 290,000 tested, 0.3% active; in the data active means inhibition mostly above about 52%, no sharp cut-off; inactive means mostly below about 76%; further: some results filed as inactive read as strong as hits
AID2073 = inhibitors of Mint1-CaV2.2 protein interaction, biochemical, HTRF (AID 2073); 290,000 tested, 0.19% active; inhibition, % at 20 µM; hits with a dose series show IC50 in µM; Voltage-dependent N-type calcium channel subunit alpha-1B (Homo sapiens); HTRF protein-protein interaction, Mint1-CaV2.2; higher % means a stronger effect; in the data active means inhibition mostly above about 51%, no sharp cut-off; further: some results filed as inactive read as strong as hits
WT yeast gro inh mutant strain = further read-out of WT yeast gro inh, marked with its call; inhibition, %; mitochondrial fusion phenotypic screen, mutant strain inhibition
Dynein transport cytoplasmic EGFP = second read-out of Dynein transport, no call of its own (marks repeat the call); z-score; measured here: cytoplasmic GR-EGFP intensity; active compounds read high
Dynein transport nuclear GR-EGFP = second read-out of Dynein transport, no call of its own (marks repeat the call); z-score; measured here: nuclear GR-EGFP intensity;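 lower value marks the stronger effect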
Dynein transport cell count = second read-out of Dynein transport, no call of its own (marks repeat the call); z-score; measured here: cell count per field
Ins promoter up cell count = further read-out of Ins promoter up, marked with its call; cell count; measured here: cytotoxicity, nuclei count;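 total cells summed across four imaged fields per well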
b-catenin transl cell count 5 µM = also measured in b-catenin transl; calls as there; cell count; measured here: cell count, cytotoxicity flag
MT stabilize HCS Hoechst-high % = recorded beside MT stabilize HCS, whose call it bears; % Hoechst-high responders; measured here: nuclear condensation Hoechst responders;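 share of cells brighter than vehicle mean plus two SD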
MT stabilize HCS cytotoxicity % = also measured in MT stabilize HCS; calls as there; toxicity, %; measured here: cytotoxicity by cell density;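 0% = mean cell density of plate MIN control wells and 100% = no cells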
Autophagy mod cell loss 18 h = recorded beside Autophagy mod, whose call it bears; toxicity, %; measured here: cell loss, nuclei count;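 cell loss after 18 h compound exposure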
* = called active by the depositor; i = inactive; . = no result given; + = active, no number.

SMILES	WT yeast gro inh	WT yeast gro inh mutant strain	Autophagy mod	Autophagy mod cell loss 18 h	Yfh1-depleted yeast	MT stabilize HCS	MT stabilize HCS Hoechst-high %	MT stabilize HCS cytotoxicity %	Dynein transport	Dynein transport cytoplasmic EGFP	Dynein transport nuclear GR-EGFP	Dynein transport cell count	Ins promoter up	Ins promoter up cell count	b-catenin transl	b-catenin transl cell count 5 µM	HIV fusion peptide	AID2073
CCOC(CNC(=O)c1ccc(N2CCc3ccccc32)c([N+](=O)[O-])c1)OCC	-14	-3	i	0	i	5.3	2.0	13	-0.38	-0.23	-0.14	1.3	.	.	4.7	1048	-3.3%	-5%
CCCCC(=O)Nc1cccc(NC(=S)NC(=O)Cc2ccccc2)c1	1	-17	i	-5	i	0.8	1.5	3.1	0.2	-0.32	-0.17	0.03	0.09	1488	0.7	1135	-3.0%	6%
COc1c(Cl)cc(Cl)cc1CNCc1ccccc1	1	5	i	-11	i	1.9	2.6	11	-0.61	-0.23	-0.69	0.99	.	.	1.3	1463	-1.4%	3%
CCCn1nc2cc(C(=O)NCCCCc3ccccc3)ccc2c1OCC	33	0	i	8	i	3.2	1.9	1.9	0.78	-0.21	0.74	0.0016	0.08	1514	1.5	1434	-0.4%	6%
CCOC(=O)c1c(C)c(C(=O)NCc2cccs2)c(C)n1CC	.	.	i	1	i	1.4	4.4	7.2	-0.52	-0.16	0.28	0.86	-1.3	1538	1.2	1339	3.8%	-2%
O=C(NNc1cccc(Cl)n1)c1c(Cl)cccc1Cl	3	2	i	0	i	2.6	1.3	8.0	-0.94	-0.21	-0.56	1.1	1.2	1508	0.4	1442	-3.3%	17%
COc1ccc(C2C(C(=O)N3CCOCC3)c3ccccc3C(=O)N2c2ccc(OC)cc2)cc1 (stereo not drawn)	-5	15	i	0	i	5.2	2.6	6.1	0.34	-0.17	0.74	-1.1	-0.09	1548	-1.0	1374	1.9%	8%
Oc1c(CN2CCN(c3ccccn3)CC2)cc(Cl)c2cccnc12	11	4	i	19	i	8.9	1.3	19	-0.18	-0.12	0.48	-0.21	-1.4	725	1.9	902	-4.3%	-8%
COc1cc2c(cc1OC)C(c1ccccc1)N(C(=O)CSCC(=O)O)CC2 (stereo not drawn)	13	8	i	-3	i	3.6	2.0	8.4	-0.39	-0.082	0.25	-0.0076	-0.5	920	0.5	1001	-0.4%	8%
COC(=O)C(Cc1c[nH]c2ccccc12)NC(=O)c1cc(-c2ccc(OC)c(OC)c2)oc1C (stereo not drawn)	24	-2	i	3	i	2.0	1.6	3.7	0.029	-0.2	0.06	0.5	-0.31	1341	0.3	1096	12%	36%
CC1=C(C)CC(C(=O)NCc2ccc3c(c2)OCO3)C(C(=O)O)C1 (stereo not drawn)	-7	9	i	-11	i	2.2	0.9	7.9	0.56	-0.22	0.54	0.74	0.98	1017	.	.	2.0%	-6%
COc1ccc(CC2(CO)CCN(S(=O)(=O)c3sccc3C)CC2)cc1	3	12	i	-10	i	1.6	1.0	3.1	-0.61	-0.31	-0.23	0.71	-0.86	1421	-1.5	1091	0.3%	-11%
Cc1nn(CC(=O)c2ccc(Br)s2)c(C)c1[N+](=O)[O-]	.	.	.	.	i	.	.	.	0.35	-0.17	0.86	-1	0.24	773	-0.8	1393	0.5%	14%
O=c1oc(-c2cccc(C(F)(F)F)c2)nn1-c1ccc(C(F)(F)F)cn1	.	.	.	.	i	.	.	.	0.0025	-0.28	-0.13	0.057	0.16	1283	1.0	1341	-0.7%	9%
COCCN(C(=S)Nc1cccc(Cl)c1C)C(C)c1ccco1 (stereo not drawn)	.	.	.	.	i	.	.	.	2.5	-0.11	2.8	-2.6	0.69	757	0.1	1393	-1.3%	-30%
O=c1nc(/C=C/c2ccc(-c3ccc(F)cc3)o2)cc(C(F)(F)F)[nH]1	14	12	i	-17	i	1.8	0.9	4.1	0.12	-0.072	0.15	0.28	-0.01	1005	.	.	5.5%	3%
O=c1cc(CN2CCCc3ccccc32)nc2sccn12	35	4	i	-12	i	1.5	3.3	10	-0.71	-0.12	-0.081	0.092	0.34	1353	-1.6	1078	8.3%	-6%
CC(C)(C)c1ccc(CNc2ccc([N+](=O)[O-])cn2)cc1	80*	19*	i	19	i	2.0	1.8	1.2	-1	-0.2	-0.25	0.6	-1	1301	-4.9	532	1.1%	-27%
Cc1ccccc1N(C(=O)Cn1nnc(-c2ccc(F)cc2)n1)C(C(=O)NC(C)(C)C)c1ccncc1 (stereo not drawn)	2	-14	i	9	i	1.8	2.3	8.2	0.53	-0.19	0.48	-0.47	0.05	1609	-1.3	1047	-1.0%	-4%
COc1ccccc1CC(=O)NCc1nn(-c2ccccc2)nc1C	.	.	.	.	i	.	.	.	0.61	-0.2	0.06	0.31	0.35	1470	-1.1	1440	-2.2%	-9%
COc1cccc(CN2CC(O)=C(c3nc(-c4ccc(Cl)cc4)cs3)C2=N)c1	2	-2	i	-3	.	2.2	1.7	9.8	-0.17	-0.15	0.15	-0.091	0.6	1845	-0.4	1063	-7.6%	12%
O=C(CN1CCN(S(=O)(=O)c2ccc(Br)cc2)CC1)Nc1ccc2c(c1)OCCO2	-11	-4	i	-34	i	3.8	1.4	12	-0.43	-0.21	0.19	1.4	-0.62	1236	.	.	0.0%	-16%
Cc1ccc(NC(=S)c2nc3ccccc3s2)cc1	8	1	i	-6	i	1.4	0.9	5.7	1.6	-0.17	0.64	-1.4	-0.19	1591	0.7	1385	-4.0%	-11%
CCOc1ccc(C(=O)CSc2nnc(N)s2)cc1	1	3	i	11	i	3.0	1.7	11	0.82	-0.25	0.63	-0.27	-0.11	1155	-5.1	1089	12%	1%
c1ccc(Cn2c(-c3cncs3)nc3ccccc32)cc1	31	34	i	3	i	1.0	1.4	6.9	-0.69	0.16	-0.27	1.5	0.35	810	-0.4	1285	1.2%	17%

3 entries from above, ordered by the number in Dynein transport, falling:
| molecule | Dynein transport |
| --- | --- |
| CCCn1nc2cc(C(=O)NCCCCc3ccccc3)ccc2c1OCC | 0.78 |
| COc1cccc(CN2CC(O)=C(c3nc(-c4ccc(Cl)cc4)cs3)C2=N)c1 | -0.17 |
| Oc1c(CN2CCN(c3ccccn3)CC2)cc(Cl)c2cccnc12 | -0.18 |

(cont.)
SMILES	WT yeast gro inh	WT yeast gro inh mutant strain	Autophagy mod	Autophagy mod cell loss 18 h	Yfh1-depleted yeast	MT stabilize HCS	MT stabilize HCS Hoechst-high %	MT stabilize HCS cytotoxicity %	Dynein transport	Dynein transport cytoplasmic EGFP	Dynein transport nuclear GR-EGFP	Dynein transport cell count	Ins promoter up	Ins promoter up cell count	b-catenin transl	b-catenin transl cell count 5 µM	HIV fusion peptide	AID2073
CC(=O)Oc1ccc(-c2ccc(C(=O)O)cc2)cc1	3	19	i	-5	i	2.7	1.3	11	-0.42	-0.26	-0.91	0.17	-0.23	1794	0.2	1035	2.3%	2%
CCN(CC(=O)NCc1ccc(F)cc1)c1ccc(S(C)(=O)=O)cc1[N+](=O)[O-]	9	3	i	19	i	3.5	1.7	3.5	-0.53	-0.17	-0.27	0.11	.	.	0.3	1116	-2.1%	12%
COc1ccc(OC)c(NC2=NC3(CCCC3)N=C(N)N2)c1	1	4	i	0	i	4.6	2.3	9.2	-0.085	-0.23	0.056	0.25	1.7	1258	.	.	-1.7%	-6%
CCOC(=O)c1c(-c2ccccc2)csc1NC(=O)/C(C#N)=C/c1ccc(OC)c(OC)c1	-6	-4	+	2.0*	i	3.6	2.3	4.6	4.3	0.63	2.3	-0.19	-0.21	1321	1.3	1126	25%	34%
c1ccc(CN2CCN(CCOCCOc3ccc4c(c3)CCC4)CC2)cc1	8	8	i	16	i	1.8	1.9	0.3	0.14	-0.25	-0.13	0.3	0.43	1511	-0.2	1015	1.9%	-3%
Cc1ccc(S(=O)(=O)N2CN(Cc3ccco3)c3nc4ccccc4nc32)cc1	3	-13	i	19	i	2.7	3.1	7.9	-0.56	-0.25	-0.052	-0.18	-0.68	1337	5.3	1381	-0.7%	8%
COc1ccc(C(=O)COc2ccc(NC(C)=O)cc2)cc1	16	8	i	3	i	3.2	2.8	0.7	-0.65	-0.28	-0.72	0.52	0.56	1291	1.6	1036	-0.1%	1%
O=[N+]([O-])c1ccc(-c2nc(-c3ccncc3)no2)cc1	.	.	.	.	i	.	.	.	-0.76	-0.12	-0.64	0.42	0.6	995	-0.5	1316	-0.5%	35%
Cc1cccc(NC(=S)NN2CCOCC2)c1C	-1	2	i	3	i	2.6	1.3	5.1	-0.26	-0.056	-0.034	0.73	.	.	.	.	-1.2%	-19%
Cc1ccc(S(=O)(=O)N/N=C\c2ccc(Cl)c([N+](=O)[O-])c2)cc1	-2	-20	i	17	i	2.5	1.4	3.3	-0.34	-0.22	-0.35	0.18	0.07	1766	-1.0	1026	5.9%	-11%

This is a random part of the collection (roughly 4.2% active in at least one column).
